Compound activity: PubChem, several laboratories
HRas wt GTP: modulators of GTP binding to human HRas wildtype. P01112. GST-Ras wt beads, Bodipy-FL-GTP binding, flow cytometry; actives lie on both sides. GTP binding activity, % at 10 µM. hit rate 0.14% among 190,000. AID 759;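 active means GTP binding activity at least 20% away from the 100% baseline, either lowered as inhibitor or raised as activator; inconclusive means flagged as likely green fluorescent, judged across all proteins in the well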;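 further: 0% = unlabeled GTP competition control and 100% = no-compound control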
Target sequence (P01112 whole entry, looked up): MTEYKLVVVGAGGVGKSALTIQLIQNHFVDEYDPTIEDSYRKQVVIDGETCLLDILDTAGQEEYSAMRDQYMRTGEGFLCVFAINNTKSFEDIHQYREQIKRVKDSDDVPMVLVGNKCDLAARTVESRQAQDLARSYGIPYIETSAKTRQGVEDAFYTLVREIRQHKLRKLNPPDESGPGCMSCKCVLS
RGS8-Gao: modulates binding of RGS8 to human Galphao; multiplexed bead flow cytometry; actives lie on both sides; P09471; hit rate 0.34% among 220,000; response (percent of control binding), % at 10 µM; in the data active means response below about 60% or above about 140%; inactive means in between;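 further: Galphao activated as the GDP aluminium fluoride complex binding bead-coupled RGS8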
Target sequence (P09471 whole entry, looked up): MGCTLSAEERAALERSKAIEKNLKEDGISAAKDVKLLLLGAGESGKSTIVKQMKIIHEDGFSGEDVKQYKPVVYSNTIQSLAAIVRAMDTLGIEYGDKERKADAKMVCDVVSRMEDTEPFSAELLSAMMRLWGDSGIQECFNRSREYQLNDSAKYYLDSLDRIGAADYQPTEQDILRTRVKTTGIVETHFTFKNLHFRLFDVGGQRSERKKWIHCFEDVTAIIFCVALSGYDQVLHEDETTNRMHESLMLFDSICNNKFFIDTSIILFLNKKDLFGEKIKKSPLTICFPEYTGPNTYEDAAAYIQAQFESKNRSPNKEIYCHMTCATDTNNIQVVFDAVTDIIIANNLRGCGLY
Rac1 wt GTP bind: alters GTP binding to wildtype human Rac1; GTP binding activity (% of control), % at 10 µM; AID 757; P63000; hit rate 0.27% among 190,000; GST-Rac1 beads, fluorescent GTP binding, flow cytometry; actives lie on both sides; 0 = cold GTP competed, 100 = untreated;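 active means GTP binding activity at least 20 points away from the 100% control level, either lower or higher; inconclusive means compound flagged as likely green fluorescent, judged across all proteins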
Pf gametocyte: P. falciparum stage V gametocyte viability inhibition | inhibition, % at 10.9 µM | P. falciparum stage V gametocytes, ATP luminescence, 24 h | hit rate 0.065% among 150,000;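 active means inhibition above the mean plus 3 SD of compounds within the control limits, set per campaign, cut at about 38% in these data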;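 further: 0% = DMSO wells and 100% = medium only without gametocytes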
Mcl1-Noxa inh: Mcl-1/Noxa interaction inhibition; Q07820; inhibition, % at 21.7 µM; AID 1022; hit rate 1.5% among 220,000; TR-FRET Mcl-1/Noxa peptide binding, 2 h;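 active means compounds that cut the protein-peptide binding signal by more than 50% relative to plate controls in a single-dose test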;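 further: His-tagged Mcl-1 with rhodamine Noxa BH3 peptide and terbium anti-His antibody; 0% = Mcl-1 plus Noxa peptide wells and 100% = peptide-only wells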
Target sequence (Q07820 whole entry, looked up): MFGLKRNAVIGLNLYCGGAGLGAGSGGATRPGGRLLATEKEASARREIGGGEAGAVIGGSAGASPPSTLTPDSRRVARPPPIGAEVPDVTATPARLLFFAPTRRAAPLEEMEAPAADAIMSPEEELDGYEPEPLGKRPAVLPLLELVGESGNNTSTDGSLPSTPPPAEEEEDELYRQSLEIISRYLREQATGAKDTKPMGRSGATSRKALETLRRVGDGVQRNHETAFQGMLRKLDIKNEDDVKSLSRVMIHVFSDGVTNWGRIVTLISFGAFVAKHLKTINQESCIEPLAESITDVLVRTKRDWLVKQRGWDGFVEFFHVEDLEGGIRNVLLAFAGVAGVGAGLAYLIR
Rac1 act GTP bind: alters GTP binding to activated mutant human Rac1 | percent activity (GTP binding), % at 10 µM | GST-Rac1 activated beads, fluorescent GTP binding, flow cytometry; actives lie on both sides; 100% means binding = to untreated wells | hit rate 0.11% among 190,000 | P63000 | AID 764;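 active means GTP binding at least 20 percentage points away from the 100% baseline, in either direction, so actives lie on both sides; inconclusive means Compound likely fluorescent itself, or too few beads counted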
Mcl1 Bid PPI: disrupts binding of human Mcl-1 to Bid peptide; Q07820; TR-FRET Mcl-1/Bid-Dy647 peptide binding, 1536-well; inhibition, % at 21.7 µM; hit rate 0.97% among 220,000; AID 1021;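 active means compounds that cut the binding signal by more than half at the single screening dose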;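 further: His-tagged Mcl-1 with europium anti-His antibody binding Bid BH3 peptide; 0% = Mcl-1 plus peptide wells and 100% = peptide-only wells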
Rab7 wt GTP bind: dog Rab7 wildtype GTP binding, inhibitors and activators | hit rate 0.055% among 190,000 | AID 758 | GST-Rab7 beads, fluorescent GTP binding, flow cytometry; actives lie on both sides; untreated = 100%, excess cold GTP = 0% | GTP binding activity (percent of control), % at 10 µM;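 active means fluorescent GTP binding to Rab7 beads changed by at least 20 points from the 100% baseline, either direction, mostly lower; inconclusive means compound itself probably fluorescent, or too few beads counted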;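 further: median green fluorescence of bound Bodipy-FL-GTP per Rab7 bead population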
Cdc42 wt GTP: human Cdc42 wildtype GTP binding change, either direction | GST-Cdc42 beads, Bodipy-GTP binding, flow cytometry; actives lie on both sides | percent activity (GTP binding), % at 10 µM | hit rate 0.2% among 190,000;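 active means percent activity GTP binding at least 20 points away from the 100% baseline, either down as inhibitor or up as activator; inconclusive means compound flagged as likely green fluorescent from well-wide comparison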;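 further: median bead fluorescence of bound Bodipy-FL-GTP at 100 nM; 0% = excess unlabeled GTP control and 100% = no compound control; below 100% means less GTP binding so inhibitor and above means activator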
Target sequence (P60953 whole entry, looked up): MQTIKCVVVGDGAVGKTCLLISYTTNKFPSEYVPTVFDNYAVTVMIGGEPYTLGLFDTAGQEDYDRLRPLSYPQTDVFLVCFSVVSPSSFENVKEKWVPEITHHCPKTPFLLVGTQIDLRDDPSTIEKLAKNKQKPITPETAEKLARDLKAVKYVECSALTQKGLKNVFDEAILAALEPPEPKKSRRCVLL
Mcl-1 Bim block: human Bim-Mcl-1 interaction inhibition | Q07820 | Bead-based flow cytometry, Bim peptide-Mcl-1 binding | inhibition, % at 10 µM | hit rate 0.1% among 190,000 | AID 1009; in the data active means inhibition above about 40%;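 further: 0% = no compound tracer wells and 100% = peptide blocker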
Rab2A wt mod: changes GTP binding to wildtype dog Rab2A, up or down | AID 760 | hit rate 0.19% among 190,000 | GST-Rab2 wt beads, Bodipy-GTP binding, flow cytometry | P61105 | GTP binding activity, % at 10 µM;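 active means GTP binding activity at least 20 points away from 100%, either lowered or raised; inconclusive means signal likely due to the compound's own green fluorescence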;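 further: 0% = beads with excess unlabeled GTP and 100% = no-compound control corrected for plate trend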
* = called active by the depositor; ? = inconclusive; . = not tested or not shown. Outcome played no part in choosing rows; any-hit rate near 2.9%.

SMILES	HRas wt GTP	RGS8-Gao	Rac1 wt GTP bind	Pf gametocyte	Mcl1-Noxa inh	Rac1 act GTP bind	Mcl1 Bid PPI	Rab7 wt GTP bind	Cdc42 wt GTP	Mcl-1 Bim block	Rab2A wt mod
Cc1ccc(N2CC(C(=O)OCC(=O)C(C)(C)C)CC2=O)cc1 (stereo not given)	99	99	96	.	19	96	-18	98	95	1	97
N#C/C(=C\c1ccncc1)c1nc2ccccc2[nH]1	43*	103	31*	0	19	35*	-37	26*	41*	3	42*
CCOc1ccccc1NC(=O)C1CCCN(C(=O)Nc2ccccc2)C1 (stereo not given)	104	93	112	.	0	101	3	99	105	-6	102
CCOC(=O)c1nn(-c2ccccc2F)c2nc(Nc3ccccc3)cc(=O)n12	101	103	103	3	2	100	-19	100	103	0	95
CCOC(=O)c1c(C)[nH]c(NC(=O)Nc2c(C)n(C)n(-c3ccccc3)c2=O)c1C	95	101	91	0	.	92	-29	91	96	0	93
CCc1ccccc1NC(=S)/N=C(\N)Nc1nc(C)c2cc(C)ccc2n1	100	102	101	7	14	97	-26	101	100	-1	97
CCCn1nc(NC(=O)c2ccccn2)c2cc3cc(C)ccc3nc21	100	99	101	-19	-15	98	-7	103	100	0	100
COCCSc1ccccc1C(=O)Nc1cc(C)on1	?	92	?	.	36	?	-34	?	?	-1	?
O=C(/C=C/c1ccco1)NCC(=O)N/N=C/c1ccc(Cl)cc1	?	104	?	.	-2	?	-19	?	?	-3	?
CN(C)c1ccc(NC(=O)CCn2c(=S)oc3ccccc32)cc1	100	98	100	3	68*	99	-15	104	99	2	100
CC(=O)O[C@H]1CC[C@H]2[C@@H]3CCc4cc(O)ccc4[C@H]3CC[C@]12C	100	102	99	.	12	96	4	96	101	0	99
CN1CCN(NC(=S)Nc2ccc(Oc3ccccc3)cc2)CC1	97	98	97	3	14	97	11	94	98	-3	98
O=S1(=O)CCC(N=Cc2cc(Br)ccc2O)C1 (stereo not given)	93	103	91	-26	20	91	-2	94	94	-5	93
Cc1cc(-c2nnc3sc(C4CCCCC4)nn23)n[nH]1	95	101	97	-36	-7	95	1	98	95	0	96
CC(=O)Nc1ccc(N(C(=O)Cc2c[nH]c3ccccc23)C(C(=O)NC2CCCCC2)c2ccco2)cc1 (stereo not given)	103	107	104	0	4	101	-65	99	96	-4	101
O=C(CSc1nnc(CN2CCCCCC2=O)n1-c1ccccn1)NCC(F)(F)F	98	99	106	.	2	99	-15	99	102	-4	100
Cc1ccc(S(=O)(=O)NNC(=S)NC(=O)c2ccc([N+](=O)[O-])cc2)cc1	96	113	100	.	-31	95	-129	97	100	1	96
Cc1ccc(C(=O)NN2C(=O)/C(=C/c3cccn3C)SC2=S)cc1	?	104	?	11	15	?	-29	?	?	0	?
C/C(=N\NC(=O)c1c[nH]c2ccccc12)c1ccc2c(c1)OCO2	93	101	96	-13	0	97	-14	94	95	-1	92
NC1=NC(=O)C(CC(=O)NCc2ccccc2)S1 (stereo not given)	98	99	92	13	6	94	-5	100	90	0	98
C/C=C/c1ccc(OCCOc2ccc(C=O)cc2OC)c(OC)c1	100	100	103	20	2	101	-43	100	101	12	101
COc1ccc(N2C(=O)c3ccccc3NC23C(=O)N(C)c2ccccc23)cc1 (stereo not given)	100	101	105	.	7	101	-26	98	102	4	97
N#Cc1cc(NC(=O)c2ccc(F)cc2)c(=O)n2c1[nH]c1ccccc12	96	100	91	.	61*	91	-33	101	91	2	94
Cc1ccc(S(=O)(=O)N2CCCC2C(=O)OCc2nc3sc(C)c(C)c3c(=O)[nH]2)cc1 (stereo not given)	100	100	100	.	10	96	-23	102	98	-2	99
Cc1cc(C)n2nc(S(=O)(=O)N(C)Cc3ccccc3)nc2n1	102	95	102	-8	12	102	2	101	104	1	101
The list continues:
SMILES	HRas wt GTP	RGS8-Gao	Rac1 wt GTP bind	Pf gametocyte	Mcl1-Noxa inh	Rac1 act GTP bind	Mcl1 Bid PPI	Rab7 wt GTP bind	Cdc42 wt GTP	Mcl-1 Bim block	Rab2A wt mod
CSc1ccc(S(=O)(=O)NC2CCCCC2)cc1	104	103	106	-13	-9	99	-14	103	101	0	100
O=C(CC1CCCCC1)NCC1CCCO1 (stereo not given)	99	99	106	-27	-13	98	-12	97	102	-9	100
CCC(C)(C(=O)NC1CCCC1)N(Cc1ccco1)C(=O)Cc1cccs1 (stereo not given)	101	101	101	4	-24	98	-4	98	101	4	101
COc1ccc(CCNCc2ccc(OCc3ccc(Cl)nc3)c(OC)c2)cc1OC	99	92	100	.	25	98	-16	100	99	2	100
Cc1ccc(/C=C/C(=O)C2C(=O)c3ccccc3C2=O)cc1	100	100	106	-7	-32	95	-49	102	97	-4	97
CC(C)=CCN1CCN(Cc2cccn2-c2ncccn2)CC1CCO (stereo not given)	99	101	100	13	11	97	-67	105	98	0	100
COc1ccc2c(CN(C)c3ccccc3)cc(=O)oc2c1	93	90	92	22	17	93	-48	98	91	0	95
O=C(NN1C(=O)c2ccc(-c3ccc4c(c3)C(=O)N(NC(=O)c3cccnc3)C4=O)cc2C1=O)c1cccnc1	88	103	80	13	45	88	-21	91	85	4	86
O=C(O)CC(=O)Nc1ccccc1C(=O)O	100	98	107	-8	14	98	2	102	102	-2	101
Cc1c(C(=O)Nc2ccc3c(c2)CCC3)cccc1[N+](=O)[O-]	99	109	101	-7	7	97	4	100	99	-7	97
COCCNC(=O)/C(C#N)=C\c1ccc(CNS(=O)(=O)c2ccc(C)cc2)o1	99	99	99	-17	24	96	-40	96	96	0	95
CCOc1ccc2nc(C(=O)N3CCCC(C)C3)sc2c1 (stereo not given)	98	105	105	-10	6	100	6	98	100	-6	95
COc1ccc(N2CCN(C(=O)c3ccc(CS(=O)(=O)c4ccc(OC)cc4)o3)CC2)cc1	98	102	97	.	0	97	-43	95	97	0	97
Cc1ccccc1OCCC(=O)Nc1ccc(Cl)cc1F	104	102	103	7	4	102	-4	100	103	-2	101
COc1ccc(Nc2cnn(-c3nc4ccccc4s3)c(=O)c2Cl)cc1	98	117	99	2	30	95	-42	101	96	-1	96
COc1ccc(-c2nc(-c3ccc4c(c3)OCO4)[nH]c2-c2ccc(OC)cc2)cc1	98	96	104	-4	22	101	-37	98	100	-2	96
O=C(Nc1ccccc1C(F)(F)F)c1cc(-c2cccc(O)c2)on1	95	100	97	-6	5	101	-32	99	96	-5	96
CCOC(=O)N1CCN(CC(=O)Nc2c(C(=O)OC)[nH]c3cc(C)ccc23)CC1	105	100	102	-7	10	99	-9	103	104	-1	102
c1ccc(-c2cc3c(N4CCN(c5ccccc5)CC4)ncnc3s2)cc1	91	101	92	-12	-12	88	-48	89	91	0	93
COc1ccc(CC(=O)OC(C)CN2CCCC2)cc1 (stereo not given)	100	105	101	.	18	98	3	99	102	1	101
Cc1ccccc1C(=O)NC(=S)Nc1sc2c(c1C#N)CCC(C)C2 (stereo not given)	96	98	95	.	32	95	-4	95	98	-1	95
COc1ccc(CC(=O)N2N=C(c3ccncc3)CC2(O)C(F)(F)F)cc1 (stereo not given)	96	97	92	15	-7	97	-26	104	104	0	93
CC(C)CCNC(=O)C(C)N(Cc1ccc(F)cc1)C(=O)c1ccc(CN2CCCCC2)o1 (stereo not given)	97	98	96	.	9	97	-3	100	97	-4	97
CCCCNC(=O)N(C)c1nc2ccccc2s1	95	102	96	-14	10	96	-7	97	98	-2	96
O=C(Oc1coc(CSc2ncccn2)cc1=O)c1ccco1	100	99	99	-15	1	95	-16	105	96	-3	100
Going on with the list.
SMILES	HRas wt GTP	RGS8-Gao	Rac1 wt GTP bind	Pf gametocyte	Mcl1-Noxa inh	Rac1 act GTP bind	Mcl1 Bid PPI	Rab7 wt GTP bind	Cdc42 wt GTP	Mcl-1 Bim block	Rab2A wt mod
CC(c1n[nH]c(=S)n1-c1ccc(Cl)cc1)N(C)C (stereo not given)	103	105	104	3	31	101	-77	98	105	-7	102
CCn1c(O)c(N=NC2=NC(=O)CS2)c2ccccc21	96	100	101	.	29	97	-26	94	95	4	96
COc1ccc(-n2cnnc2SCc2csc(-c3ccccc3)n2)cc1	94	103	98	1	9	96	-43	93	100	0	99
O=C(Nc1nc2c(s1)CCCC2)c1ccc(Br)s1	100	111	99	.	30	97	-9	100	98	-2	101
Nc1nc(SCC(=O)Nc2ccccc2-c2ccccc2)n[nH]1	99	95	99	-4	1	97	-3	99	101	-4	98
CCOC(=O)Nc1ccccc1C(=O)Nc1cc(C)cc(C)c1	101	98	100	-2	13	99	-26	111	97	-1	105
COc1ccccc1N1CCN(/N=C\c2sccc2C)CC1	100	100	100	.	16	95	-17	105	98	1	101
Cc1cc(-c2cc(-c3ccc(Cl)cc3)nc(N)c2C#N)co1	94	87	92	13	67*	93	41	95	94	-3	94
COc1ccc(CCNC(=O)c2ccc(C)s2)cc1OC	97	101	97	12	11	95	-27	100	100	0	96
COc1ccc(-c2cc(C(=O)N3CCCc4ccccc43)no2)cc1OC	100	98	107	.	-8	99	-24	104	103	-3	101
CC(C)Cn1c(C(C)C)nc([N+](=O)[O-])c1S(=O)(=O)c1ccc(F)cc1	101	103	106	.	-6	101	-29	96	101	-2	98
CCN(CC)CCNC(=O)c1c(O)c2cccc3c2n(c1=O)CCC3	104	100	103	.	-8	98	-17	99	105	-3	101
CN(Cc1cccnc1)Cc1cn(C)nc1-c1cccc(Cl)c1	97	103	101	-20	-2	98	0	98	99	-2	99
COCCCn1c(SCCc2ccccc2)nc2cc(OC)c(OC)cc2c1=N	98	99	98	-18	29	98	8	95	96	-2	96
COc1ccc(-n2c(C)nn(C)c2=O)cc1	99	101	98	15	7	99	-5	101	102	-1	100
Cc1ccc(Cn2cccc(NC(=O)c3ccco3)c2=O)cc1	99	99	105	.	-7	99	-7	98	101	-2	100
CCSc1nnc(NC(=O)CC)s1	100	96	104	.	-6	101	-18	100	102	1	99
O=C1CN(C(=O)CSc2nc3ccccc3n2CCc2ccccc2)c2ccccc2N1	102	105	101	7	-6	100	-26	102	96	-6	101
Cc1nn(C)cc1CNC(=O)c1ccccc1Br	99	101	99	-22	11	99	-26	98	99	0	99
Cc1ccc(S(=O)(=O)CC(=O)N(C)C)cc1	102	97	101	.	6	102	-11	96	98	-3	103
O=C(Nc1ccccc1-c1nnn(CC(=O)N2CCOCC2)n1)c1ccc(F)cc1	98	87	101	8	-1	99	-9	98	102	0	100
COC(=O)CCN1CCN(S(=O)(=O)c2cccc(Br)c2)CC1	99	104	97	5	-2	96	-8	96	98	-3	98
COC(=O)c1cc2occc2n1Cc1nc(-c2ccc(Cl)cc2)oc1C	102	99	106	.	5	99	-2	99	104	0	101
CCCCN(C)CCCNC(=O)CN1C(=O)CSc2ccc(S(=O)(=O)N3CCOCC3)cc21	96	102	100	-68	21	99	8	96	99	-2	95
